# Tb PFK block – inhibitors of T. brucei phosphofructokinase; O15648; T. brucei PFK, ADP-Glo luminescence; Potency, µM (titrated, usually from 57.5 µM), for the others: at the highest dose activity, negative = inhibition, actives largely listed as inhibitors; 330,000 tested, 0.17% active;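 note: potency is the fitted concentration of half-maximal effect; 0% = uninhibited 1x PFK enzyme wells and -100% = no-enzyme wells; nearly all actives have a fitted effect of over 60% in size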
# Target sequence (O15648 whole entry, looked up): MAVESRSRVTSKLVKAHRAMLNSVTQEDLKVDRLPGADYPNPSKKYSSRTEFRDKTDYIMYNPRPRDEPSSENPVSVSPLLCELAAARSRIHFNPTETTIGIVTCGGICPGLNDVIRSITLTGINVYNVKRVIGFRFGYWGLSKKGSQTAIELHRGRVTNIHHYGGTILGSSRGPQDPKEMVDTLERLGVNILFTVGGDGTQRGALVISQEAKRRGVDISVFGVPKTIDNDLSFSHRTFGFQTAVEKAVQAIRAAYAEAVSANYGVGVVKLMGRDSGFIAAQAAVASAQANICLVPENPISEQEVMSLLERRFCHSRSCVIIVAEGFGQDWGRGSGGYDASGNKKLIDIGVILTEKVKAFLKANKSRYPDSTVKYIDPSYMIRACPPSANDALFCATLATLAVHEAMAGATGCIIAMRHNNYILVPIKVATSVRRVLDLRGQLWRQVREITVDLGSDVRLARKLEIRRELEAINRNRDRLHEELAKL
#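 Luminescent ADP detection (ADP-Glo, two-step: ATP depletion then ADP-to-ATP conversion for luciferase) reported PFK activity after 45 min room-temperature reaction of 1.25 nM enzyme with 0.5 mM F6P and 0.1 mM ATP at pH 8.0.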
# p53 reactivator – mutant p53 re-activation in reporter cells; H1299 p53-A138V BP100-luciferase reporter, luminescence, 24 h; Potency, µM (highest dose often 92.2 µM), inactives show top-dose activity change, positive = activation, actives largely listed as activators; 320,000 tested, 0.063% active; note: potency is the fitted concentration of half-maximal effect; % of control where 0% means no effect; nearly all actives have a fitted effect of over 45% in size
#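 p53-null H1299 cells stably carrying temperature-sensitive p53-A138V and a BP100-luciferase reporter were pinned with compounds (4-point, 1:5 series) and held 24 hrs at 37 deg C. Luminescence was read 10 min after detection reagent.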
# FLuc modulator – counter-screen for miR-21 project: firefly luciferase inhibitors or activators. P08659. purified FLuc, Km substrates, luminescence inhibition. Potency, µM (top dose mostly 57.5 µM), for the others: at the highest dose activity change, negative = inhibition, most hits filed as inhibitors. 360,000 tested, 6.9% active;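 note: potency is the fitted concentration of half-maximal effect; plate controls were vehicle for no effect and reference inhibitor for full effect; nearly all actives have a fitted effect of over 55% in size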
# Target sequence (P08659 whole entry, looked up): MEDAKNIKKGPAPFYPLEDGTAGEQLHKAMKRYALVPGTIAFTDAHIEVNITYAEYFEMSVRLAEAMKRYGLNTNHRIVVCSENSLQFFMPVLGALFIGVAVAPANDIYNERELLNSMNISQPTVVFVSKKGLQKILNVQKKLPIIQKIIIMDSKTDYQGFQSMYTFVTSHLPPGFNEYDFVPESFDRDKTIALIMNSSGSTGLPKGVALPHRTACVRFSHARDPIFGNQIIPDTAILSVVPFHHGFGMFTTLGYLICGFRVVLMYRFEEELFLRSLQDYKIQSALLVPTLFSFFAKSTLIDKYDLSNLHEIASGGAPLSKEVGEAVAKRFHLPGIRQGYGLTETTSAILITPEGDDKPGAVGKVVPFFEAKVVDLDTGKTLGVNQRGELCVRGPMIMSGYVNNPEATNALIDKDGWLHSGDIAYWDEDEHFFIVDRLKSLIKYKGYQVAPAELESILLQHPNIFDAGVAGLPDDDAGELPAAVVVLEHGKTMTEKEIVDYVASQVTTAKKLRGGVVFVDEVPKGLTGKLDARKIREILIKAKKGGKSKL
#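 Purified P. pyralis luciferase (10nM final) with 10uM D-luciferin and 10uM ATP (Km levels) in 50mM Tris acetate pH 7.5, 10mM Mg acetate, 0.01% Tween-20, 0.05% BSA; qHTS 6-point titration, ~60 µM downward; luminescence read.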
# BRCA1 expr up – BRCA1 expression activation; MCF7-BRCA1-FFLuc reporter, luminescence, 48 h; response scale: scaled: vehicle 0%, 10 µM genistein 100%; Potency, µM (titrated, usually from 46.1 µM), for inactives: at the top dose activation, usual class: activators; 380,000 tested, 1.1% active; AID 624202; note: potency is the fitted concentration of half-maximal effect; nearly all actives have a fitted effect of over 80% in size; some results filed as inactive show a strong effect at the top dose
#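 Compounds are tested at multiple concentrations on MCF7 BRCA1-luciferase reporter cells seeded at 2000 per well; after 48 h, a single luminescence end-point is taken and curves fitted to the normalized data.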
# VP16 counter – Gal4-VP16 reporter inhibition counter-screen; AID 2546; Drosophila S2 Gal4-VP16 UAS-luciferase, luminescence, 20 h; Potency, µM (series often up to 53.6 µM), without a hit: at the top dose activity, negative = inhibition, usual class: inhibitors; 310,000 tested, 3.5% active;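 note: Gal4-VP16 expression switched on by copper sulfate through the metallothionein promoter; potency is the fitted concentration of half-maximal effect; % is set by controls: 0 for no effect and ±100 for the full control effect; nearly all actives have a fitted effect of over 50% in size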
# Rab9 promoter act – activates the Rab9 promoter; Huh7 Rab9 promoter-luciferase reporter, luminescence, 24 h; Potency, µM (highest dose often 9.22 µM), for the others: at the top dose activation, negative = inhibition, actives largely listed as activators; 320,000 tested, 2.8% active; AID 485297; note: potency is the fitted concentration of half-maximal effect; % of control where 0% means no effect; nearly all actives have a fitted effect of over 60% in size
#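 Rab9 promoter-driven luciferase in stably transfected Huh7 cells; 1500 cells/well rested 2 h, exposed to compound in DMSO for 24 h at 37 °C, 5% CO2. Luminescence read 10 min after adding luciferase reagent at ambient temperature.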
# NPC1 prom act – activates the NPC1 promoter. Huh7 NPC1 promoter luciferase reporter, 24 h. Potency, µM (highest dose often 9.22 µM), inactives show at the top dose activation, usual class: activators. 320,000 tested, 2.4% active. AID 485313;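 note: potency is the fitted concentration of half-maximal effect; % of control where 0% means no effect; nearly all actives have a fitted effect of over 60% in size; reporter is driven by a mutant NPC1 promoter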
#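 Compounds in DMSO were transferred onto Huh7 NPC1-luciferase reporter cells pre-incubated 2 h; after 24 h at 37 °C, Amplite reagent was dispensed and luminescence recorded 10 min later.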
# RORgamma inh – inhibitors of mouse ROR gamma transcriptional activity; P51450; Drosophila S2 Gal4-RORgamma UAS-luciferase reporter, 20 h; Potency, µM (titrated, usually from 53.6 µM), for the others: top-dose activity change, negative = inhibition, usual class: inhibitors; 310,000 tested, 5.4% active; AID 2551; note: potency is the fitted concentration of half-maximal effect; % is set by controls: 0 for no effect and ±100 for the full control effect; nearly all actives have a fitted effect of over 60% in size
#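 Drosophila S2 cells stably expressing Gal4-DBD/mouse RORγ fusion under metallothionein promoter plus UAS-luciferase; compound 1 h, then 700 uM CuSO4 induction for 20 h at ambient temperature; inhibition read as reduced luminescence.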
# ELG1 DNA repair – blocks ELG1-dependent DNA repair in HEK293T cells; HEK293T ELG1-luciferase reporter, luminescence, 16 h; DNA damage induced by 5-fluorouridine; Potency, µM (doses to about 46.1 µM), inactives show top-dose activity change, negative = inhibition, hits mostly inhibitors; 330,000 tested, 2.3% active; AID 504467; note: potency is the fitted concentration of half-maximal effect; % is set by controls: 0 for no effect and ±100 for the full control effect; nearly all actives have a fitted effect of over 55% in size
#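 Overnight (16 hr) co-exposure of 2,000 cells/well to 5-fluorouridine and compound at 37 °C preceded detection. Luciferase was quantified via ONE-Glo luminescence; loss of signal denotes inhibition.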
# ELG1 genotoxic – inducers of genotoxicity in HEK293T ELG1-luciferase cells; 330,000 tested, 1.3% active; HEK293T ELG1-luciferase reporter, luminescence, 16 h; Potency, µM (highest dose often 46 µM), without a hit: top-dose activity change, positive = activation, most hits filed as activators; AID 504466; note: potency is the fitted concentration of half-maximal effect; % of control where 0% means no effect; nearly all actives have a fitted effect of over 60% in size
#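 Cells (2,000/well) expressing the ELG1-luciferase fusion are dosed by pin tool and kept 16 hr at 37 °C, 5% CO2. Signal comes from ONE-Glo luciferase reagent after 30 min at room temperature.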
# TRPV1 ag – agonists of human vanilloid receptor 1 (TRPV1); Q8NER1; TRPV1-expressing cells, Fluo-8 calcium influx, agonist mode; activation, % at 8.33 µM; 320,000 tested, 0.19% active; in the data active = activation above about 80%; inconclusive = between about 30% and that limit; note: 0% is about no effect
#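 Cells expressing TRPV1 were dye-loaded with Fluo-8 and read kinetically: 10 s baseline, 3 min after compound (agonist portion), then 2 min after EC20 capsaicin (allosteric enhancer portion). Calcium-bound dye fluorescence at 480/520 nm.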
# * hit, by the source's call; ? = inconclusive; . = no result given; & = joins results of further samples; [ ] = dose if it differs, or a comment. Unless noted, calls come from the whole dose curve; as a rule, active = well fitted curve in the direction sought with a large enough effect; inconclusive = small, poorly fitted or top-dose-only effect, or another doubt; inactive = no such curve, though single readings can be large; an effect the other way counts as inactive or inconclusive.
SMILES,Tb PFK block,p53 reactivator,FLuc modulator,BRCA1 expr up,VP16 counter,Rab9 promoter act,NPC1 prom act,RORgamma inh,ELG1 DNA repair,ELG1 genotoxic,TRPV1 ag
CC(CCc1ccccc1)NC(=O)CNC(=O)COc1ccccc1 (stereo not given),-4%,5%,0%,13%,-1%,-1%,3%,12%,-3%,-4%,3
Cc1csc(CNC(=O)C2CCC(=O)N(CCc3cccc(F)c3)C2)n1 (stereo not given),-14%,-2%,4%,-9%,-1%,9%,0%,2%,16%,1%,1
CCCC(C(=O)NC1CCCCC1)N(Cc1ccco1)C(=O)CNS(=O)(=O)c1ccccc1 (stereo not given),-4%,-7%,8%,-34%,16%,0%,0%,5%,0%,3%,15
N#Cc1nc(COc2cccc(Cl)c2)oc1NCc1ccco1,-11%,?,19µM*,55%,19%,?,19%,?,?,?,.
CCn1c(SCC(=O)c2ccccc2)nnc1-c1cccs1,3%,?,9.5µM*,60%,2%,?,?,3%,?,?,5
Cc1ccc(-c2nnn(CC(=O)N(Cc3cccs3)C(C(=O)NCC3CCCO3)c3ccco3)n2)o1 (stereo not given),4%,-6%,-1%,6%,29%,-2%,-3%,40%,-23%,-6%,0
COCCn1nnnc1C(c1cccs1)N1CCN2CCCC2C1 (stereo not given),7%,0%,-3%,3%,?,16%,-1%,29%,5%,1%,?
C=CCN(CC=C)C(=O)Nc1cc(Cl)ccc1OC,-2%,-2%,-3%,8%,2%,-5%,-1%,6%,-12%,3%,-1
Cc1ccc(-c2cc(Cc3cccs3)c(=O)[nH]n2)cc1,-1%,-3%,4%,-35%,-7%,-3%,-2%,-11%,0%,1%,12
O=C(NCCO)C(=O)NCC1CCCN1S(=O)(=O)c1cccs1 (stereo not given),-2%,-1%,4%,24%,.,-1%,1%,.,11%,2%,0
CCNc1nc(Oc2ccc(=O)n(-c3ccccc3)n2)nc(N(C)C)n1,-4%,-1%,0%&-4%,-25%,-9%,-2%,1%,28%,-4%,-3%,9
O=c1c2ccccc2n2nnnc2n1-c1ccccc1,.,.,14%,-11%,-17%,.,.,-14%,.,.,3
O=C(NN=C1CCCCCC1)c1c[nH]c2ccccc12,1%,12%,12µM*,-22%,-12%,-1%,0%,-39%,14%,-1%,7
COc1cc(C(=O)N(Cc2cc3cc(C)ccc3[nH]c2=O)CC2CCCO2)cc(OC)c1OC (stereo not given),0%,-6%,0%,0%,-3%,-13%,-5%,-24%,?,-1%,0
NC(=O)N1CCN(C(=O)c2ccco2)CC1,-2%,4%,0%,9%,2%,-2%,1%,-1%,11%,-1%,6

SMILES,Tb PFK block,p53 reactivator,FLuc modulator,BRCA1 expr up,VP16 counter,Rab9 promoter act,NPC1 prom act,RORgamma inh,ELG1 DNA repair,ELG1 genotoxic,TRPV1 ag
COC(=O)Cc1c(C)c2ccc(OCC(=O)NC3CCS(=O)(=O)C3)cc2oc1=O (stereo not given),0%,11%,1%,-21%,0%,4%,-1%,-20%,13%,1%,-3
COc1ccc(Cl)cc1S(=O)(=O)N(C)CC(=O)N1CCOCC1,1%,-2%,2%,0%,-7%,-4%,-4%,-15%,5%,0%,0
O=C(O)CNC(=S)N(Cc1ccccc1)Cc1cccs1,-2%,-1%,-19%,6%,3%,1%,-2%,17%,-5%,-2%,8
COc1ccc(S(=O)(=O)Nc2cccc3c2O[C@H](CN(C)C(=O)Nc2ccc4c(c2)OCO4)[C@@H](C)CN([C@H](C)CO)C3=O)cc1,-1%,-4%,.,5%,.,.,.,.,5%,1%,.
Cc1ccc(OCC2Cn3c(nc4c3c(=O)[nH]c(=O)n4C)O2)cc1C (stereo not given),8%,-9%,6%,-37%,5%,-4%,2%,7%,?,-5%,-1
N#CC1=C(O)CCCn2c1nc1ccccc1c2=O,-4%,2%,?,50%,-4%,-1%,17%,-13%[10 µM],?,16%,-3
CCCCCCn1c(N2CCC(C(N)=O)CC2)nc2c1c(=O)[nH]c(=O)n2C,1%,-3%,-1%,-28%,9%,6%,-1%,19%,5%,?,5
CCC(C)(C)NC(=O)C(OC(=O)c1cc2sccc2n1C)c1ccc(OC)cc1 (stereo not given),0%,-2%,0%,0%,-3%,-7%,-2%,-9%[10 µM],1%,0%,12
CCOC(=O)c1c(NC(=O)c2cccs2)sc(CC)c1-c1cccs1,4%,-1%,1%,-28%,-7%,3%,-3%,2%,-21%,-1%,?
CCOC(=O)c1sc2cc([N+](=O)[O-])cc(SCC(C)C)c2c1N,-1%,-1%,0%,0%,0%,-9%,0%,12%,-2%,0%,6
O=C(Nc1cccc(C(F)(F)F)c1)c1cccnn1,1%,0%,7%,-25%,-2%,0%,-4%,42%,13%,4%,2
O=C(N=C1SCC(=O)N1c1ccccc1Cl)c1ccccc1,-2%,3%,?,10%,5%,2µM*,?,-21%,?,?,8
CC(C)(C)C1=Nn2c(nnc2-c2ccco2)SC1,-5%,-4%,9%,-17%,2%,-13%,1%,-18%,10%,2%,11
CC(=O)N(Cc1cccnc1)c1cccc(-c2nc3ccccc3s2)c1,-3%,-2%,-15%,-7%,?,-17%,3%,-18%,?,2%,15
Cc1nn(Cc2ccccc2)c(N)c1C#N,-2%,-4%,9%,-19%,4%,-4%,-3%,-5%,11%,2%,4

# Some of the entries so far, with each value named:
CCCCCCn1c(N2CCC(C(N)=O)CC2)nc2c1c(=O)[nH]c(=O)n2C
  Tb PFK block = 1%
  p53 reactivator = -3%
  FLuc modulator = -1%
  BRCA1 expr up = -28%
  VP16 counter = 9%
  Rab9 promoter act = 6%
  NPC1 prom act = -1%
  RORgamma inh = 19%
  ELG1 DNA repair = 5%
  ELG1 genotoxic = ?
  TRPV1 ag = 5

COc1ccc(S(=O)(=O)Nc2cccc3c2O[C@H](CN(C)C(=O)Nc2ccc4c(c2)OCO4)[C@@H](C)CN([C@H](C)CO)C3=O)cc1
  Tb PFK block = -1%
  p53 reactivator = -4%
  FLuc modulator = .
  BRCA1 expr up = 5%
  VP16 counter = .
  Rab9 promoter act = .
  NPC1 prom act = .
  RORgamma inh = .
  ELG1 DNA repair = 5%
  ELG1 genotoxic = 1%
  TRPV1 ag = .

Cc1ccc(OCC2Cn3c(nc4c3c(=O)[nH]c(=O)n4C)O2)cc1C (stereo not given)
  Tb PFK block = 8%
  p53 reactivator = -9%
  FLuc modulator = 6%
  BRCA1 expr up = -37%
  VP16 counter = 5%
  Rab9 promoter act = -4%
  NPC1 prom act = 2%
  RORgamma inh = 7%
  ELG1 DNA repair = ?
  ELG1 genotoxic = -5%
  TRPV1 ag = -1

CCOC(=O)c1c(NC(=O)c2cccs2)sc(CC)c1-c1cccs1
  Tb PFK block = 4%
  p53 reactivator = -1%
  FLuc modulator = 1%
  BRCA1 expr up = -28%
  VP16 counter = -7%
  Rab9 promoter act = 3%
  NPC1 prom act = -3%
  RORgamma inh = 2%
  ELG1 DNA repair = -21%
  ELG1 genotoxic = -1%
  TRPV1 ag = ?

# (next part)
SMILES,Tb PFK block,p53 reactivator,FLuc modulator,BRCA1 expr up,VP16 counter,Rab9 promoter act,NPC1 prom act,RORgamma inh,ELG1 DNA repair,ELG1 genotoxic,TRPV1 ag
CC(C)[C@H](NC(=O)OCc1ccccc1)C(=O)OCc1ccccc1,3%,-2%,-1%,5%,3%,-4%,2%,-28%,-4%,-5%,20
CCN(CCO)Cc1csc2ccccc12,-4%,-8%,1%,-4%,-1%,-4%,0%,-7%,3%,-3%,0
Cc1cc(C)n2nc(C(=O)OCC(=O)N(CCC#N)c3ccc(F)cc3)nc2n1,-5%,2%,-1%,0%,.,-1%,6%,.,0%,-14%,-3
CC(C)(C)C(=O)[C@@H]1[C@@H]2C(=O)N(c3ccc4c(c3)OCCO4)C(=O)[C@@H]2C2c3ccccc3C=CN21 (stereo not given in full),?,13%,-6%,-21%,4%,2%,-6%,?,-2%,-4%,-3
CCCC(=O)Nc1ccc(NC(=O)CCc2ccccc2)cn1,-1%,5%,0%,2%,-8%,0%,0%,14%,-2%,0%,1
Cc1c(NC(=O)C2(c3ccccc3)CCOCC2)c(=O)n(-c2ccccc2)n1C,-5%,-2%,7%,-8%,14%,3%,-5%,-3%,19%,0%,1
CCCCNC(=S)NNC(=O)c1cccnc1,0%,0%,-2%,-4%,11µM*,1%,-1%,?,12%,2%,1
CCCCSC(=O)Nc1ccccc1,-4%,13%,17µM*,39%,26%,7%,-1%,6%,?,?,4
